Bioassay records: PubChem BioAssay, National Center for Advancing Translational Sciences (NCATS)
aSyn rescue = inhibitors of alpha-synuclein toxicity in yeast. Yeast expressing alpha-synuclein, growth rescue, BacTiter-Glo, 24 h. Potency, µM (top dose mostly 46.1 µM), without a hit: at the top dose growth rescue (activation), most hits filed as activators. actives 0.14% (n = 370,000). AID 652106; note: potency is the fitted concentration of half-maximal effect; % of control where 0% means no effect; nearly all actives have a fitted effect of over 65% in size
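Screening used galactose-induced yeast with toxic alpha-synuclein levels, exposed to compound for 24 hr at 30 deg C. Cell growth, read with BacTiter-Glo luminescence, gave the measured signal.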
DRD3 antagonist = D3 dopamine receptor (human) antagonism; P35462; D3R cells, DiscoveRx beta-arrestin luminescence, antagonist mode; hits give low values; max response, negative = inhibition, %; actives 2.5% (n = 360,000); AID 652054; in the data active = max response below about -50%; inconclusive = no clear call, values can overlap the other calls; note: % is set by controls: 0 for no effect and ±100 for the full control effect; mostly tested at two doses, the higher about 12 µM
Target sequence (P35462 whole entry, looked up): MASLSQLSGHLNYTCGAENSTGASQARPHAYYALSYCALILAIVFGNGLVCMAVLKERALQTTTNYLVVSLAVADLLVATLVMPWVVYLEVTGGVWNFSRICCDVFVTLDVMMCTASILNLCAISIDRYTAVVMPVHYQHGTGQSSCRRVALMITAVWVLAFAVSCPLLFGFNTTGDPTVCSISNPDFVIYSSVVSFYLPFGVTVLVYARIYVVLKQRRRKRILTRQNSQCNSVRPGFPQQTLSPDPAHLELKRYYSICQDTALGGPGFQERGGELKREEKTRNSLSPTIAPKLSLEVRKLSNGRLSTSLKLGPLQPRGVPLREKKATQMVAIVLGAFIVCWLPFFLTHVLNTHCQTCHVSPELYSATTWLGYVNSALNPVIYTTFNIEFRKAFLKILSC
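Cells plated overnight at 1500 cells/well, then exposed to library compounds with dopamine controls for 90 minutes at 37 degrees C. DiscoveRx reagent added for 30–60 minutes at room temperature; luminescence read, quantitative HTS format.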
DRD3 agonist = activates the human D3 dopamine receptor | P35462 | D3R DiscoveRx beta-arrestin cells, luminescence, 90 min | max activation, % | actives 0.58% (n = 410,000); in the data active = max activation above about 30%; note: 0% is about no effect; mostly tested at two doses, the higher about 12 µM
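Agonist-mode cell screen: cells plated at 1500/well and incubated overnight at 37 °C, then exposed to library compounds for 90 min at 37 °C. Detection reagent was added for 30–60 min at room temperature, and luminescence was read.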
TDP-43 yeast inh = inhibitors of TDP-43 toxicity in yeast; TDP-43 expressing yeast growth rescue, BacTiter-Glo, 24 h; Potency, µM (titrated, usually from 46.1 µM), without a hit: top-dose growth rescue (activation), usual class: activators; actives 1.8% (n = 410,000); note: potency is the fitted concentration of half-maximal effect; % of control where 0% means no effect; nearly all actives have a fitted effect of over 50% in size
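Cell-based yeast growth screen: TDP-43 expression induced in galactose, inoculum OD600=0.02 after raffinose pregrowth to mid-log. Read-out BacTiter-Glo luminescence at 24 hr, 30 deg C; inhibition of toxicity seen as signal increase.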
KB-V1 MDR tox = KB-V1 MDR subline cytotoxicity. actives 3.4% (n = 400,000). AID 1347076. Potency, µM (titrated, usually from 46.1 µM), without a hit: at the highest dose activity change, negative = cytotoxicity, usual class: cytotoxic. KB-V1 MDR cells viability, CellTiter-Glo, 72 h; note: potency is the fitted concentration of half-maximal effect; % is set by controls: 0 for no effect and ±100 for the full control effect; nearly all actives have a fitted effect of over 60% in size
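KB-V1, DMEM (no phenol red) + 10% FBS; cpd pin-transferred, titration series; 72 h, 37 degrees C; CellTiter-Glo, luminescence. Data normalized, curve-fit.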
GLP-1R inv ag = GLP-1 receptor (human) inverse agonism. P43220. HEK293 GLP-1R CRE-luciferase, luminescence, 24 h; GLP-1R form is constitutively active. Potency, µM (top dose mostly 38.3 µM), inactives show top-dose activity change, negative = inhibition, actives largely listed as inhibitors. actives 1.6% (n = 410,000); note: potency is the fitted concentration of half-maximal effect; % is set by controls: 0 for no effect and ±100 for the full control effect; nearly all actives have a fitted effect of over 55% in size
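Assay principle: reduced luminescence from a cAMP-responsive reporter in HEK293 cells co-expressing a constitutively active GLP-1R. Conditions: 24 hr compound incubation, 37 deg C, 5% CO2.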
HEK293 tox = cytotoxicity counter-screen for GLP-1 receptor inverse agonists. HEK293 cAMP-luciferase reporter cells, luminescence, 24 h. Potency, µM (doses to about 38.3 µM), for inactives: at the highest dose activity change, negative = inhibition, most hits filed as inhibitors. actives 0.13% (n = 410,000);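 note: loss of luciferase light is scored as toxicity; potency is the fitted concentration of half-maximal effect; % is set by controls: 0 for no effect and ±100 for the full control effect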
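Cells in DMEM/10% Nu serum/1% pen-strep, 1536-well format. Pre-incubated 12 h, dosed with 23 nL compound, incubated a further 24 h. Luciferase detection, 12 min at room temp, luminescence.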
GLP-1R agonist = GLP-1 receptor (human) agonism | P43220 | HEK293 GLP-1R CRE-luciferase, luminescence, 4-6 h; cells express a hypersensitive GLP-1R form | Potency, µM (series often up to 45.6 µM), for the others: top-dose activation, actives largely listed as activators | actives 0.007% (n = 380,000); note: potency is the fitted concentration of half-maximal effect; % of control where 0% means no effect
PTHR1 ag = PTHR1 (human) receptor agonism. Q03431. HEK293 GP2 PTHR1 cells, GloSensor cAMP luminescence, 1 h. Potency, µM (titrated, usually from 115 µM), without a hit: at the highest dose activation, usual class: activators. AID 743266. actives 0.075% (n = 410,000); note: potency is the fitted concentration of half-maximal effect; nearly all actives have a fitted effect of over 55% in size; some results filed as inactive show a strong effect at the top dose; inactives centre near -15; many of its hits are not listed in these tables
Target sequence (Q03431 whole entry, looked up): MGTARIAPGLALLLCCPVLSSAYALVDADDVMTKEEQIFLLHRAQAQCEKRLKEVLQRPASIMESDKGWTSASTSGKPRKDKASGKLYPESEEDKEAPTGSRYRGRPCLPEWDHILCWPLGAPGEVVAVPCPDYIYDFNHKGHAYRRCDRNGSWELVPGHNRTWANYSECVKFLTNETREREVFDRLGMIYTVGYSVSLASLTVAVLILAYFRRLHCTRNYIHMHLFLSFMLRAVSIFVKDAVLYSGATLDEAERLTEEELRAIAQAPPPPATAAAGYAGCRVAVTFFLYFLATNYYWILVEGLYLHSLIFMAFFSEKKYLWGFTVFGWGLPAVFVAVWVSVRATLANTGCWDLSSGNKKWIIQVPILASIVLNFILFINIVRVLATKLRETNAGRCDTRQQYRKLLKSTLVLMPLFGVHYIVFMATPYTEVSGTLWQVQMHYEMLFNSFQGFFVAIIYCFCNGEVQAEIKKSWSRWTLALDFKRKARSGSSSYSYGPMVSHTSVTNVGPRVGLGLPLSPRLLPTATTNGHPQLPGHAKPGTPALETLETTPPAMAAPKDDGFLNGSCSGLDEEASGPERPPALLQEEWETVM
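HEK-293-derived GP2 cells expressing PTHR1 and a GloSensor cAMP reporter, 3,000/well, plated overnight, given luciferin plus IBMX (each 0.5 mM as added) for 1 h at 37 °C, then compound for 1 h at 37 °C. Luminescence was read after 15 min at room temperature.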
* hit, by the source's call; i = inactive; ? = inconclusive; . = no result given; & = joins results of further samples; [ ] = dose if it differs, or a comment. Unless noted, calls come from the whole dose curve; as a rule, active = well fitted curve in the direction sought with a large enough effect; inconclusive = small, poorly fitted or top-dose-only effect, or another doubt; inactive = no such curve, though single readings can be large; an effect the other way counts as inactive or inconclusive. An excerpt; count on the stated rates, not on these rows.

SMILES | aSyn rescue | DRD3 antagonist | DRD3 agonist | TDP-43 yeast inh | KB-V1 MDR tox | GLP-1R inv ag | HEK293 tox | GLP-1R agonist | PTHR1 ag
O=C(COc1ccc(-c2ccccc2)cc1)N1CCN(S(=O)(=O)Cc2ccccc2)CC1 | 0% | 3 | -3 | 23% | 4.6µM* | -15% | -14% | 0% | -4%
CC(=O)N/C(=C\c1ccccc1)C(=O)OC/C=C/c1ccccc1 | -6% | 13 | -18 | -1% | -13% | -3% | -18% | -4% | -4%
COc1cccc(C2=NN(C(=O)c3ccco3)C(c3ccco3)C2)c1 (stereo unspecified) | 10% | 38 | 5 | 6% | -10% | 100%[activator] | 2% | ? | i
COc1ccc(Oc2c(O)c3ccccc3n(C)c2=O)cc1 | 7% | 46 | 10 | 20% | 0% | 18% | -18% | -6% | i
CC1(C)O[C@@H]2C[C@H]3[C@@H]4CCC5=CC(=O)C=C[C@]5(C)[C@@]4(F)[C@@H](O)C[C@]3(C)[C@]2(C(=O)CO)O1 | 4% | 12 | -33&-11 | ? | 0% | -15% | -1% | -3% | -9%
O=C(COC(=O)C1CCC1)Nc1cc(S(=O)(=O)N2CCOCC2)ccc1Cl | ? | 22 | 7 | 0% | 2% | 4% | 2% | -1% | i
Cc1cc2c(c(=O)o1)C(c1cccs1)C(C#N)=C(N)O2 (stereo unspecified) | 6% | 9 | 0 | -4% | -15% | 12% | 2% | -14% | i
COc1ccc(-c2cc(C(F)(F)F)n3ncc(C(=O)NCC4CCCO4)c3n2)cc1 (stereo unspecified) | 2% | 13 | -2 | 2% | 3% | 16% | 99%[activator] | 21% | -16%
C[C@H](CO)N1C[C@H](C)[C@@H](CN(C)C)OCc2cnnn2CCCC1=O | 2% | 20 | 11 | 6% | 26% | 10% | -21% | -2% | -20%
Cc1cn2c(=O)cc(COC(=O)c3cccc(NC(=O)C(C)Oc4ccccc4)c3)nc2s1 (stereo unspecified) | . | . | 2 | 21% | . | 4% | -8% | . | -16%
COc1ccc(NC(=O)c2cccc3c2C(=O)N(CC2CCCO2)C3)cc1OC (stereo unspecified) | -6% | 9 | 5 | ? | -3% | 77%[activator] | 3% | 1% | i
COc1ccc(NC(=O)N(C)C[C@H]2OCc3cnnn3CCCC(=O)N([C@@H](C)CO)C[C@H]2C)cc1 | ? | 14 | -1 | 24% | 2% | 21% | 4% | -5% | -16%
C[C@H](NC(=O)c1ccccc1Cl)C(=O)NCc1cccs1 | 2% | 9 | 1 | 5% | -2% | -3% | -28% | 4% | i
COc1ccc(S(=O)(=O)N2CCN(c3ccccc3OC)CC2)cc1C(=O)N1CCCCC1 | 1% | 8 | -6 | 13% | -4% | 3% | 6% | 13% | -33%[inhibitor]
COc1cc2c(cc1OC)C(CC(=O)O)N(C(=O)Nc1cc(OC)c(OC)c(OC)c1)CC2 (stereo unspecified) | . | . | 2 | 9% | . | 6% | 0% | . | i
Oc1ccc(Cl)cc1-c1cc(-c2ccccc2)n[nH]1 | -10% | -16 | -9 | 0% | 5% | ? | 1% | -4% | -28%
CCN1CCN(C(=O)c2cc3cc4ccc(OC)cc4nc3s2)CC1 | -4% | -90* | -9 | -4% | ? | 5% | 3% | 9% | i
N#Cc1sc2nc(-c3ccccc3)cc(-c3ccco3)c2c1N | -44%[inhibitor] | 20 | 1 | -23% | 18% | 6% | 28% | -1% | -13%
CCN(Cc1ccccc1)S(=O)(=O)c1c(N)n(C)c(=O)n(C)c1=O | 3% | 13 | 3 | -3% | 28% | 0% | 18% | -3% | -23%
CCCc1nnc(SCc2ccc(C(=O)OC)o2)n1N | -7% | 22 | -5 | -15% | 11% | 4% | -7% | 1% | -7%[57.5 µM]
COc1ccc(Nc2nc3ccccc3n3c(N)nnc23)cc1 | . | . | 6 | 20% | -3% | 14% | 0% | . | -15%
CCNc1ccc(C(=O)OCC(=O)NCc2ccccc2Cl)cc1[N+](=O)[O-] | 4% | 3 | 5 | 19% | -18% | 8% | -5%[1.53 µM] | 8% | i
Cc1ccc(-n2c3nc(=O)[nH]c(=O)c-3cc3c(C)nn(-c4ccccc4)c32)cc1C | . | . | -1 | -3% | -3% | 1% | 19% | -2% | 21%
O=C1CCCC2=C1C(c1ccccn1)Nc1ccc(C(=O)c3ccccc3)cc1N2 (stereo unspecified) | 6% | 13 | 2 | 12% | -7% | 27% | -3% | 0% | i
Cc1cc(C)c(C)c(C(=O)CSc2nnc(-c3ccc4[nH]c(C)c(C)c4c3)o2)c1C | 7% | 22 | 12 | -1% | ? | ? | ? | -6% | -53%[inhibitor][57.5 µM]
CCOc1ccc(-n2nc(CO)c(C(=O)NCc3cccc(OC)c3)n2)cc1 | . | . | 6 | ? | . | -18% | -1% | . | -22%
CC(Sc1nnc(-c2ccccc2F)n1C)C(=O)NC1CCCCC1 (stereo unspecified) | -3%[1.84 µM] | -18 | 1 | -11% | -26% | 4% | 3% | 6% | -3%
CN(Cc1ccc(Br)cc1)C(=O)CCN1C(=O)c2cccc([N+](=O)[O-])c2C1=O | -5% | -23 | -28 | 0% | 1% | -6% | -4% | 1% | i
CCc1cccc(C)c1NC(=S)N(CCCN1CCN(C)CC1)Cc1cccs1 | -9% | -18 | -8 | -8% | ? | ? | -7% | 2% | -39%[inhibitor]
CC1CN=C(c2ccccc2)O1 (stereo unspecified) | 9% | 15 | 0 | -15% | -2% | 1% | -25% | 1% | -35%[inhibitor]

The last four entries of the section above open the next one:
SMILES | aSyn rescue | DRD3 antagonist | DRD3 agonist | TDP-43 yeast inh | KB-V1 MDR tox | GLP-1R inv ag | HEK293 tox | GLP-1R agonist | PTHR1 ag
CC(Sc1nnc(-c2ccccc2F)n1C)C(=O)NC1CCCCC1 (stereo unspecified) | -3%[1.84 µM] | -18 | 1 | -11% | -26% | 4% | 3% | 6% | -3%
CN(Cc1ccc(Br)cc1)C(=O)CCN1C(=O)c2cccc([N+](=O)[O-])c2C1=O | -5% | -23 | -28 | 0% | 1% | -6% | -4% | 1% | i
CCc1cccc(C)c1NC(=S)N(CCCN1CCN(C)CC1)Cc1cccs1 | -9% | -18 | -8 | -8% | ? | ? | -7% | 2% | -39%[inhibitor]
CC1CN=C(c2ccccc2)O1 (stereo unspecified) | 9% | 15 | 0 | -15% | -2% | 1% | -25% | 1% | -35%[inhibitor]
[N-]=C=C1C(=O)NC(=O)C([n+]2ccc(-c3ccncc3)cc2)C1c1ccccc1C(F)(F)F (stereo unspecified) | 4% | -3 | 9 | 3% | ? | 7% | -3% | 6% | -1%
COc1ccc(NC(=O)COC(=O)C23CC4CC(CC(O)(C4)C2)C3)cc1Cl | -11% | 10 | -1 | 2% | 0% | -8% | 5% | -5% | -37%[inhibitor]
CCOc1ccc(OCCn2c(=S)[nH]c3c(N)ncnc32)cc1 | -1% | -6 | 3 | 6% | -10% | 47%[activator] | 0% | -2% | -43%[inhibitor]
Cc1ccc(S(=O)(=O)NNC(=O)NC23CC4CC(CC(C4)C2)C3)cc1 | 4% | 6 | 2 | 3% | 21µM* | -26% | 10% | 2% | -38%
Cc1ccc(-c2nc(Cl)nc3ccccc23)cc1 | 11% | 6 | -4 | 1% | 3% | -42% | 28% | 28% | -24%
O=C(Oc1ccc(C(=S)N2CCCCC2)cc1)c1ccccc1F | 0% | -13 | -2 | 28% | ? | 0% | 5% | -4% | i
Cc1cc(NCc2ccc3c(c2)OCO3)n2nc(C)nc2n1 | -1% | -2 | 0 | 0% | -1% | 7% | 4% | 12% | -3%
CCOc1cc(C2C(C#N)=C(N)OC3CCCC(=O)C32)ccc1OCCN1CCOCC1 (stereo unspecified) | -5% | -11 | -5 | 4% | 22% | 3% | -8% | 5% | i
O=C(COc1cccnc1[N+](=O)[O-])Nc1ccc2c(c1)CCC2 | -3% | 1 | 0 | 21% | 7% | 10% | -21% | 22% | i
Cc1cccc2c1cnn2C(=O)Nc1ccccc1Br | 0% | 7 | 5 | -6% | -5% | 5% | 0% | 8% | i
CC1(C(=O)Nc2ccc(F)c(Cl)c2)Cc2c(-c3ccc(C(N)=O)cc3)ccnc2O1 (stereo unspecified) | -2% | 9 | -2 | 22% | ? | -21% | -18% | 1% | -23%
COc1ccc(-c2[nH]ncc2CN2CCN(c3ccc(F)cc3)CC2)cc1 | 0% | 7 | -18 | -2% | ? | ? | -5% | -2% | -45%
O=C(c1cccc(F)c1)N1CCN(c2cc(N3CCCCC3)c(F)cc2[N+](=O)[O-])CC1 | 3% | -19 | -10 | -12% | 18µM* | -9% | 9% | 15% | -6%[57.5 µM]
COC(=O)[C@H](CCSC)NC(=O)NCCC1=CCCCC1 | 1% | 14 | -3 | -4% | 0% | 0% | 19% | 4% | -24%[57.5 µM]
COc1ccc2[nH]c3c(c2c1)CCN1C(=O)C(CC(=O)NCC24CC5CC(CC(C5)C2)C4)C[C@H](C(=O)N2CCOCC2)[C@@]31C (stereo partly specified) | 0% | -5 | -3 | 18% | 15% | ? | 3% | 0% | -14%
COc1ccc(N=C2SC(C(=O)N3CCN(c4ccc([N+](=O)[O-])cc4)CC3)CC(=O)N2C)cc1 (stereo unspecified) | -1% | -4 | -3 | 14% | -24% | 24% | 3% | 5% | -63%[inhibitor]
CCOc1ccc(N(C)S(=O)(=O)c2ccc(-c3ccc(=O)[nH]n3)s2)cc1 | 0% | 2 | 1 | 5% | 29% | 40%[activator] | 4% | 14% | 5%
COCCn1nnnc1C(C(C)C)N1CCCC(C)C1 (stereo unspecified) | -1% | 0 | 4 | 29% | 14% | 14% | 8% | -2% | -41%[inhibitor]
